From PubChem BioAssay
IEC-6 tox: kills IEC-6 intestinal cells in KLF5 counter-screen; IEC-6 cytotoxicity, luminescence viability; inhibition, % at 5 µM; 290,000 tested, 0.78% active; AID 1825; in the data active = inhibition above about 22%;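 also: 0% = plate median of test compound wells and 100% = cytotoxic reference compound wells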
KLF5 inhibitor: kruppel-like factor 5 inhibition. DLD-1 KLF5 promoter-luciferase reporter, luminescence. inhibition, % at 5 µM. 290,000 tested, 0.23% active. AID 1700;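 active = inhibition above a per-plate limit of that plate's mean compound inhibition plus 3 SD, cut at about 60% in these data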;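 also: 0% = DMSO wells and 100% = LY294002 at 200 µM; higher means less KLF5 promoter-driven luciferase light; inactives centre near -14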
GSK3B inh: human GSK3beta kinase inhibition | P49841 | 300,000 tested, 0.038% active | GST-GSK3beta kinase, ADP-Glo luminescence, 60 min; active compounds read low | activity score (negative = inhibition), % at 10 µM;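 active = more than half of replicate wells score below -50%, meaning over 50% inhibition versus plate controls; inconclusive = some replicates but at most half score below -50%; inactive = no replicate scores below -50%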;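 also: 0% = median DMSO wells and -100% = median GW8510 positive control wells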
Target sequence (P49841 whole entry, looked up): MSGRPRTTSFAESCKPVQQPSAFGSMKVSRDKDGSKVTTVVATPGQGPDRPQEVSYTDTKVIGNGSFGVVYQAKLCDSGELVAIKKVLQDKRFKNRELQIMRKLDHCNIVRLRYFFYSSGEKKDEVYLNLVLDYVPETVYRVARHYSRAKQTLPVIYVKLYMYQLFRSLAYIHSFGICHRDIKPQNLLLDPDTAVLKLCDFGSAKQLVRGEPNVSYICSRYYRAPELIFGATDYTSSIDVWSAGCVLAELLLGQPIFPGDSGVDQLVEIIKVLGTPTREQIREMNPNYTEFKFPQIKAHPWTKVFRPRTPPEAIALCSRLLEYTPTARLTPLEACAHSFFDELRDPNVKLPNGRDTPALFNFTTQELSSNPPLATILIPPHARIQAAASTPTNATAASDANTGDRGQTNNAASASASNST
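Assay system: GST-tagged human GSK3beta kinase, cell-free; Input: 1.6 ng GSK3beta; Medium: Tris/MgCl2 kinase buffer; Timing: 60 min enzyme reaction, room temperature; Signal: ADP-Glo luminescence quantifying ADP generated by kinase; Evaluation: score relative to plate controls; Benchmarks: DMSO neutral wells and GW8510 at 20 µM as positive.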
DYRK1A inh: Dyrk1A (rat) kinase inhibition; Q63470; ADP-Glo luminescence, NFATc1 peptide; inhibition, % at 12.5 µM; 310,000 tested, 0.43% active; in the data active = inhibition above about 50%;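 also: plate controls were vehicle with enzyme for no effect and no enzyme for full effect; many of its hits are not listed in these tables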
Platelet DG rel: platelet dense granule release activity; human platelet-rich plasma, SFLLRN dense granule ATP release, luminescence; inhibition, %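 (compounds screened at 7.5 µM in platelet-rich plasma)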; 300,000 tested, 0.22% active; AID 1663;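 active = mean replicate score, as percent of positive control, at or above 50; inconclusive = mean below 50 but at least one replicate at or above 50; inactive = mean and every replicate below 50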
HSF1 inhib: HSF1 inhibition. NIH3T3-HGL HSE-luciferase, MG132-induced, luminescence 8 h; active compounds read low. activity change, negative = inhibition, % at 7.5 µM (by protocol). 300,000 tested, 0.77% active. AID 2098;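 active = more than half of replicate wells show activity change below -50%, luminescence cut by over half; inconclusive = some wells, but at most half, below -50%; inactive = no replicate well below -50%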;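 also: luciferase reports HSF-1 transcriptional activity via heat shock element; 0% = median of DMSO wells and -100% = zero luminescence signal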
GSK3 alpha inh: blocks human GSK-3 alpha kinase; inhibition, % at 10 µM; 320,000 tested, 0.1% active; AID 2650; ADP-Glo luminescence, 60 min;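 in the data active = inhibition above about 50%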;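 also: GST-tagged GSK-3 alpha with peptide substrate and 25 µM ATP; 0% = DMSO neutral wells and 100% = GW8510 positive control wells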
Target sequence (P49840 whole entry, looked up): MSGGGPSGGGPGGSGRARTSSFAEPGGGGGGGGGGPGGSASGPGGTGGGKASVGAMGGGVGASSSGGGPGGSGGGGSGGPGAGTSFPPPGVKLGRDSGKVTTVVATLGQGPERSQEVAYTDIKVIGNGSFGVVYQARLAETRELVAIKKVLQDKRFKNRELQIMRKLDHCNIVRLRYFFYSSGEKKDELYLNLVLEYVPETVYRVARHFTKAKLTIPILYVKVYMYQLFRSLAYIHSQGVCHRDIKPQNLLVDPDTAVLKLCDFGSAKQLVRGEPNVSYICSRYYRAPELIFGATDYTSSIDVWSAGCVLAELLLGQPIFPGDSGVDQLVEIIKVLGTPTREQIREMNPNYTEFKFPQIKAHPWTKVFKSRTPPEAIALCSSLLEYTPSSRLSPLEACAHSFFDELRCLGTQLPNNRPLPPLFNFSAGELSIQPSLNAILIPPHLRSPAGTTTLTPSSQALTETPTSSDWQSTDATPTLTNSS
HSP90 inh: HSP90 refolding inhibition in rabbit reticulocyte lysate | inhibition, % at 5.6 µM | luciferase refolding luminescence, 3 h | 290,000 tested, 0.91% active | AID 1789;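 active = inhibition above the screen-wide mean plus 3 SD, computed separately per campaign, cut at about 16% in these data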;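 also: 0% = DMSO wells and 100% = 60 µM geldanamycin wells; inhibitors lower the luminescence because luciferase stays unfolded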
aSyn UTR inh: MLPCN primary screen, SNCA 5' untranslated region | alpha-synuclein 5'UTR reporter, inhibitor activity | 300,000 tested, 0.82% active | inhibition, % (tested at 7.5 µM) | AID 1813; in the data active = inhibition above about 60%; inconclusive = no clear call, values can overlap the other calls;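 also: H4 neuroglioblastoma cells stably carrying SNCA 5'UTR luciferase fusion; 0% = DMSO wells and 100% = positive control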
HSF1 activator: increases HSF-1 driven luciferase reporter signal | 300,000 tested, 1.7% active | NIH3T3-HGL HSF-1 luciferase reporter, MG132, 8 h; 100% = twice DMSO control signal | AID 504408 | activation, % at 9 µM;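 active = mean replicate activation of at least 50% with a set share of replicates each reaching 50%; inconclusive = only one of those two conditions met; inactive = mean below 50% and too few replicates reaching it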;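 also: 0% = median of the neutral control wells and 100% = twice that signal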
* hit, by the source's call; ? = inconclusive; nt = no result given.

SMILES | IEC-6 tox | KLF5 inhibitor | GSK3B inh | DYRK1A inh | Platelet DG rel | HSF1 inhib | GSK3 alpha inh | HSP90 inh | aSyn UTR inh | HSF1 activator
CNC(=O)CN(c1cc(OCCOC)c(Cl)cc1Cl)S(=O)(=O)c1ccccc1 | -2 | -15 | 2 | 1 | 8 | -6 | -6 | 1 | 1 | -2
Clc1cccc2sc(N3CCN(c4ccccc4)CC3)nc12 | -6 | 5 | 4 | 3 | 1 | nt | -1 | 1 | -16 | nt
O=C(N/N=C(\Cc1ncc[nH]1)c1ccccc1)c1ccccc1 | 1 | -42 | 3 | nt | 0 | 9 | -1 | -1 | 74* | 30
O=C(NCc1ccco1)c1cccc2ccccc12 | 0 | -28 | 4 | 5 | -1 | -4 | -1 | -1 | -9 | 9
Cc1cc(Cl)ccc1OCC(=O)NCc1ccncc1 | 2 | -1 | 2 | -4 | -3 | 4 | -1 | -5 | -27 | 25
COc1cccc(N=C2SC(CC(=O)Nc3ccccc3)C(=O)N2Cc2ccccn2)c1 (stereo not drawn) | 0 | -14 | 1 | nt | -1 | 7 | -4 | 0 | 13 | 22
NC(=O)C1CCN(C(=O)CN(c2cccc(C(F)(F)F)c2)S(=O)(=O)c2ccccc2)CC1 | -3 | -34 | 2 | 3 | -5 | -2 | 0 | -4 | 15 | 7
COc1cccc(C(=O)/C=C/Nc2ccc(S(=O)(=O)Nc3ccc(C(C)=O)cc3)cc2)c1 | 2 | 2 | -3 | 7 | 6 | 7 | -4 | 4 | 27 | 0
C=C(C)c1cccc(C(C)(C)NC(=O)Nn2cnnc2)c1 | 7 | -23 | 3 | -3 | -1 | -10 | -4 | 0 | 4 | -11
COC(=O)c1ccc(C23CC4(C2)[C@H](CN(Cc2ccc(C(F)(F)F)cc2)[C@@H]4c2ccccc2)C3c2ccc(C(F)(F)F)cc2)cc1 (stereo partly drawn) | nt | nt | 0 | nt | 6 | -5 | nt | nt | 18 | -4
Cc1cccc(-n2c(O)cnc2Nc2nc(C)cc(C)n2)c1 | 2 | -17 | -2 | -2 | -1 | 11 | 0 | 3 | -27 | 35
CC1CCC(C(=O)NNC(=O)c2cc(-c3ccco3)[nH]n2)CC1 (stereo not drawn) | -4 | -38 | 1 | -2 | 0 | 0 | -1 | 0 | 3 | 2
CCOC(=O)CC(=O)CSc1nc2c(cc1C#N)CCC2 | -1 | 3 | 1 | 10 | -1 | -6 | 0 | 3 | -14 | -12
O=C(Nc1cccc(-c2cscn2)c1)C1CCN(Cc2ccsc2)CC1 | 12 | 1 | -2 | 2 | -7 | -7 | -2 | 1 | 3 | 14
O=C1CNC(=O)c2c(nc3n2CCC3)N1 | 0 | -4 | -9 | -4 | 16 | nt | -2 | 1 | 19 | nt
O=C(CN1CCc2ccccc21)NC(=O)NCc1ccco1 | 1 | -10 | -1 | 1 | -2 | 3 | 2 | 1 | -25 | 7
COCCn1c(C)cc(C(=O)COC(=O)c2ccc(Br)o2)c1C | -1 | -1 | 1 | -1 | 11 | ? | -1 | 4 | -100 | -57
COc1ccc(C(=O)COC(=O)c2cccc(-n3cnnn3)c2)c(OC)c1 | nt | nt | 1 | 14 | -6 | 10 | 4 | nt | -104 | 26
COc1cc(C2C(C#N)=C(N)Oc3cc(N(C)C)ccc32)cc2c1OCO2 (stereo not drawn) | 1 | -33 | -1 | nt | -8 | -18 | -4 | 1 | 59 | -27
C/C(=N\NC(=O)CCCNc1cccc(C)c1)c1ccncc1 | 9 | 6 | 2 | 6 | -2 | 9 | 1 | 2 | -5 | 7
Cc1ccc(-c2nn(-c3cc(Cl)ccc3[N+](=O)[O-])c(=O)c3ccccc23)cc1 | -6 | 6 | -5 | 13 | -3 | 14 | 0 | 2 | 28 | ?
C#CCOc1ccccc1CNc1ccccc1 | -6 | 13 | 1 | 0 | -2 | -1 | nt | 0 | -9 | 7
Cn1c(CN2CCOCC2)nnc1SCc1cccc(F)c1 | -3 | -26 | 0 | nt | 0 | nt | -12 | -9 | -26 | nt
NS(=O)(=O)c1ccc(CCNC(=O)C2CCC(Cn3c(=S)[nH]c4ccccc4c3=O)CC2)cc1 (stereo not drawn) | 7 | -18 | -2 | 1 | -1 | -6 | 1 | -3 | -21 | 6
CCOc1ccccc1C(=O)NCCC(=O)O | 2 | -38 | 0 | 1 | -1 | -1 | -3 | 1 | 5 | -17
Cn1c(C(=O)N2CCN(Cc3ccccc3)CC2)cc2c(=O)n(C)c3ccccc3c21 | 2 | -37 | -5 | 25 | 7 | -11 | nt | 2 | 9 | -9
COc1ccc(NC(=O)CCSCCC(=O)Nc2ccc(OC)cc2OC)c(OC)c1 | 1 | -11 | 3 | -1 | -33 | 4 | 1 | 0 | -9 | -2
O=C(Cc1ccccc1)NCC(=O)N/N=C/c1cccnc1 | 2 | -16 | -14 | 2 | -4 | -3 | 1 | -1 | -21 | 2
COc1cccc(OC)c1C(=O)OCCCOC(=O)c1c(OC)cccc1OC | 1 | -6 | -3 | 2 | -5 | -3 | -3 | -4 | -7 | -2
Cc1cccc(C)c1NC(=O)C(NC=O)c1ccccc1Cl (stereo not drawn) | -1 | -26 | 3 | 0 | -5 | -4 | -1 | 3 | 11 | 9
O=C(Cc1nnc(NC(=O)Nc2ccccc2)s1)Nc1ccccc1 | 3 | -16 | 0 | nt | 6 | -7 | 0 | -2 | -2 | -10
CCOC(=O)c1[nH]c2ccccc2c1NC(=O)C(CC)CC | 2 | -1 | -1 | 0 | -30 | 4 | -2 | -2 | 5 | 17
CC(=O)c1ccc(N2CCN(S(=O)(=O)c3ccc4c(c3)CC(=O)N4)CC2)cc1 | -1 | -20 | 2 | 1 | -2 | -3 | 3 | 0 | -6 | -15
CCOc1ccccc1N1CCN(C(=O)c2cccc(-c3ccc(O)cc3)c2)CC1 | -2 | -14 | 3 | 1 | -1 | 0 | 0 | 8 | 5 | 11
O=C(NCc1ccc(F)cc1)C(c1ccccc1)c1ccccc1 | 3 | -7 | -1 | 0 | -14 | 8 | -3 | 4 | -11 | 8
CCOc1ccc(CCNC(=O)COC(=O)c2nc3nc(C)cc(C)n3n2)cc1OCC | 2 | -4 | -24 | 3 | -3 | -2 | 1 | 3 | 22 | -14
COc1ccc(N(CC(=O)Nc2cccc([N+](=O)[O-])c2C)S(C)(=O)=O)cc1OC | 1 | 0 | 1 | 1 | 4 | -8 | -2 | 1 | 16 | -8
O=C(CSc1nnc(-c2ccccn2)o1)Nc1ccc(F)cc1 | -2 | -190 | 0 | 1 | 18 | 8 | 2 | 4 | -94 | 15
Cc1cc(C)c(C2=CSC3=NS(=O)(=O)CCN23)c(C)c1 | -6 | -5 | 0 | -2 | 1 | nt | -3 | 0 | 14 | nt
CCNS(=O)(=O)c1ccc(CCC(=O)NC2CCCC2)cc1 | 1 | -28 | -1 | 2 | 13 | -21 | 1 | 2 | 0 | -39
CC(C)CC(c1nnnn1CC1CCCO1)N1CCN(c2cccc(Cl)c2)CC1 (stereo not drawn) | -6 | -16 | 3 | 5 | 16 | 8 | -3 | 2 | 17 | -5
CCCOC(=O)Nc1ccccc1C(N)=O | 5 | -16 | 1 | 7 | -1 | 2 | 0 | 3 | 8 | 27
CC1CCCC/C1=N\NC(=S)NCCc1ccccc1 (stereo not drawn) | 6 | 13 | 2 | 16 | 5 | -7 | 0 | 3 | -13 | -10
C/C(CC(=O)Nc1cc(C)ccn1)=N\NC(=O)c1cccc(C)c1O | -6 | -8 | -5 | 1 | -5 | -3 | -1 | -6 | -63 | -10
CCOC(=O)C1CCN(c2ccc(C(N)=O)cc2[N+](=O)[O-])CC1 | -10 | -35 | -1 | -1 | 8 | 0 | 0 | 1 | 3 | 2
COc1ccc(NC(=O)C2CCCN(c3c4c(nc5ncnn35)CCC4)C2)cc1 (stereo not drawn) | -7 | 7 | -1 | -1 | -12 | 4 | -2 | -3 | 20 | -2
Cc1ccc2nc(NC(=O)C3CCN(C(=O)c4ccc(F)cc4)CC3)sc2c1 | -6 | 37 | 0 | nt | 0 | -2 | -4 | -1 | 10 | -10
Cc1ccc(-c2cc([C@H]3[C@@H]4C=CCC[C@@]4(C)C(=O)N3Cc3ccccc3)ccc2F)cc1 | nt | nt | -1 | 5 | 13 | 11 | -1 | nt | 30 | -7
COc1cc(/C=C(/NC(=O)c2ccccc2)C(=O)N2CCOCC2)c([N+](=O)[O-])cc1OC | -1 | -15 | 0 | -2 | -20 | -13 | -1 | 2 | 18 | -2
O=C(CCCCCNc1nc(=S)[nH]c2ccccc12)NCCc1c[nH]c2ccccc12 | -2 | 32 | -1 | 0 | 8 | 13 | -1 | 4 | 7 | 27
CN(C)c1ccc(C(=S)N2CCOCC2)cc1Br | -3 | 26 | 0 | -8 | -7 | -12 | 1 | 1 | 12 | 2
CCCNC(=S)N1CCC(NC(=O)c2ccc(OC)cc2)CC1 | -2 | -13 | -2 | nt | -1 | 4 | 0 | -1 | -7 | 0
CCc1n[nH]c(=O)c2cc3cc(OC)ccc3n12 | 1 | -18 | 1 | 7 | -2 | -4 | -2 | -2 | 12 | 13
Cc1ccc(NC(=S)Nc2ccc3nc(-c4ccccn4)c(-c4ccccn4)nc3c2)cc1C | -1 | -21 | nt | nt | nt | nt | -3 | 4 | nt | nt
Cc1nc2sc(C(c3ccco3)N3CCc4ccccc4C3)c(O)n2n1 (stereo not drawn) | 0 | -34 | -1 | 3 | 0 | 1 | -2 | 3 | -48 | -2
COc1ccc(C(c2c(C)n(C)n(-c3ccccc3)c2=O)c2c(C)n(C)n(-c3ccccc3)c2=O)c(OC)c1OC | -4 | 9 | 3 | -5 | -1 | -3 | -4 | -3 | 4 | -5
CCCOC(=O)C(C)n1cnc2scc(-c3ccc(C)cc3)c2c1=O (stereo not drawn) | 4 | -5 | 0 | nt | 0 | 9 | -1 | 9 | 15 | 14
CCOC(=O)c1nc(N)c(C(=O)OCC)[nH]1 | -5 | -13 | -1 | -5 | -9 | -3 | -2 | -2 | 6 | 29
COCCCNC(=O)c1c(N)n(/N=C/c2cccs2)c2nc3ccccc3nc12 | 0 | 4 | -3 | 14 | 0 | -3 | 1 | -1 | 3 | -21
Cc1ccccc1NC(=O)CSCCO | 3 | -27 | 1 | -4 | 1 | -3 | nt | 2 | 20 | 0
N#Cc1cc2c(nc1SCC(O)CS(=O)(=O)Cc1ccc(Cl)cc1)CCCC2 (stereo not drawn) | 2 | -31 | 2 | 3 | 7 | -1 | 2 | 3 | 22 | -2
O=C(O)C1CSCN1S(=O)(=O)c1cccc2nsnc12 (stereo not drawn) | nt | nt | 4 | 5 | 0 | -8 | -1 | nt | -1 | -20
Cc1ccc(S(=O)(=O)NCC(=O)OCC(=O)NC(=O)c2cccn2C)cc1 | 6 | -26 | -1 | -4 | 0 | 8 | -2 | 4 | -38 | 21

Not all compounds are listed. The share of hits here may be higher or lower than overall.
